HIV peptide binding: inhibitors of HIV fusion peptide binding, primary screen, biochemical, uHTS, fluorescence dequenching (AID 1986); cell-free peptide binding, fluorescence dequenching, 30 min; higher % means a stronger effect; one-dose inhibition, % at 20 µM; IC50 in µM for titrated hits; hit rate 0.3% among 290,000; in the data active = inhibition mostly above about 52%, no sharp cut-off; inactive = mostly below about 76%; also: some results filed as inactive read as strong as hits
Siah-1 displacement: Siah-1 peptide-binding antagonists, primary screen, biochemical, fluorescence polarization, rhodamine-plectin, uHTS (AID 1817) | Siah-1 / rhodamine-plectin peptide fluorescence polarization; higher % means a stronger effect | one-dose displacement, % at 20 µM; IC50 in µM for titrated hits | hit rate 0.02% among 290,000;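 active = displacement of at least 50% at 20 µM, with a fluorescence ratio check between 0.3 and a set limit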;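 also: plate controls were Siah plus tracer with DMSO for no effect and tracer alone without Siah for full effect; strong numbers were not always called active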
MgcRacGAP inhibition: MgcRacGAP GTPase-activating activity inhibitors, confirmation, biochemical, ADP Hunter fluorescence; Rac GTPase-activating protein 1 (Homo sapiens); MgcRacGAP-stimulated Rac1 GTP hydrolysis, ADP Hunter fluorescence; higher % means a stronger effect; GST-tagged Rac1 F28L mutant substrate; inhibition, % at 30 µM, or IC50 in µM where a hit was titrated; hit rate 0.6% among 340,000;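 active = first-screen hits whose inhibition reached a set limit at any dose in the follow-up dose series; inconclusive = inhibition above the set first-screen limit but never retested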;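 also: fluorescence reports GDP produced by GAP-driven GTP hydrolysis; strong numbers were not always called active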
GPR35 arrestin U2OS: GPR35 antagonists blocking zaprinast-driven arrestin recruitment, primary screen, imaging, U2OS, beta-arrestin-GFP, zaprinast agonist (AID 2058); G-protein coupled receptor 35 (Homo sapiens); hit rate 0.052% among 290,000; one-dose inhibition, % at 10 µM; IC50 in µM for titrated hits; U2OS GPR35 beta-arrestin-GFP translocation imaging, zaprinast antagonism; higher % means a stronger effect;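 active = inhibition of at least 50% with at least 30 cells and total cytoplasm GFP at most 10,000,000; inconclusive = under 30 cells or total GFP of 10,000,000 plus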
GPR55 antagonists: GPR55 antagonists blocking LPI-driven arrestin recruitment, primary screen, imaging, U2OS, beta-arrestin-GFP, LPI agonist (AID 2013); G-protein coupled receptor 55 (Homo sapiens); U2OS GPR55 beta-arrestin-GFP translocation imaging, LPI antagonism; higher % means a stronger effect; inhibition, % at 10 µM; hits with a dose series show IC50 in µM; hit rate 0.13% among 290,000;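 active = spots per cell inhibited over 60%, with over 100 cells counted and total cytoplasm intensity under 500,000; inconclusive = wells with under 100 cells, flagged as likely toxic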;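 also: U2OS cells stably carrying GPR55 and arrestin-GFP stimulated by 5 µM LPI near EC80; imaged beta-arrestin-GFP aggregate spots per cell after agonist stimulation; plate controls were LPI-stimulated DMSO wells for no effect and DMSO wells without LPI for full effect; some results filed as inactive read as strong as hits; confirmed hits need IC50 under 10 µM and bright autofluorescent wells are also inconclusive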
LYP phosphatase: inhibitors of LYP phosphatase, biochemical, fluorescence intensity, uHTS (AID 1779); hit rate 0.054% among 290,000; recombinant LYP phosphatase, fluorescence intensity; higher % means a stronger effect; Tyrosine-protein phosphatase non-receptor type 22 (Homo sapiens); one-dose inhibition, % at 11.5 µM; IC50 in µM for titrated hits; in the data active = inhibition above about 50%;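 also: plate controls were vehicle with enzyme for no effect and no enzyme for full effect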
NTR1 agonist: agonists of NTR1, primary screen, imaging, U2OS cells, beta-arrestin-GFP, high content (AID 493036); hit rate 0.17% among 330,000; activation, % at 20 µM; NTR1-U2OS beta-arrestin-GFP spot imaging, agonist mode; Neurotensin receptor type 1 (Homo sapiens), P30989;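 active = activation at or above 40% of the spot to cytoplasm intensity ratio, with at least 20 cells analyzed; inconclusive = wells under 20 cells, flagged as cytotoxic or low count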;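 also: 0% = DMSO without peptide and 100% = 100 nM NTR1 peptide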
Target sequence (P30989 whole entry, looked up): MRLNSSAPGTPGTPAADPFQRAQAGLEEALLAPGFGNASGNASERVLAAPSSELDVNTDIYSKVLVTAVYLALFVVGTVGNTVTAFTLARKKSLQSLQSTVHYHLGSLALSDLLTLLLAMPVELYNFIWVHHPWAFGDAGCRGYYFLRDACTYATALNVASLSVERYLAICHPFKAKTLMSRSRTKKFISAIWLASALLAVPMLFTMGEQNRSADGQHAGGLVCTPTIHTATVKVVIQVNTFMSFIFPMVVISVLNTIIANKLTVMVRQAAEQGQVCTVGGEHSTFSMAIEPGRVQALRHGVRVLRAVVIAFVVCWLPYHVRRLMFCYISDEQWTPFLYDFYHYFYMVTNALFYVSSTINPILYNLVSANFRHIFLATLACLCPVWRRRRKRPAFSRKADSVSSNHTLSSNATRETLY
Myeloid diff MLP: induction of myeloid progenitor differentiation, primary screen, cell-based, flow cytometry, MLPCN library | ER-HoxA9 myeloid progenitors, lysozyme-GFP differentiation | calls only at 10 µM | hit rate 1% among 360,000 | AID 624256, 2012;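 active = normalized GFP-positive differentiation at or above the plate's own cutoff, the solvent-only control mean plus 3 SD; inconclusive = no clear call, values can overlap the other calls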;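 also: cells exposed to compound for four days before flow analysis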
PhoP inhibition: inhibitors of PhoP regulon expression, primary screen, Salmonella Typhimurium, GFP reporter (AID 1863). S. Typhimurium PhoP-regulated promoter GFP reporter, 4 h; higher % means a stronger effect. one-dose inhibition, % at 50 µM; IC50 in µM for titrated hits. hit rate 0.16% among 300,000;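 active = inhibition over 29.93%, a cutoff 3 SD above the screen mean, later confirmed by dose response; inconclusive = inhibition over 29.93% but no dose response follow-up; inactive = inhibition at most 29.93% or unconfirmed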;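 also: 0% = low Mg2+ inducing control and 100% = high Mg2+ repressing control; strong numbers were not always called active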
NTR1 agonist cell count 20 µM: recorded beside NTR1 agonist, whose call it bears; cell count; measured here: cell count, cytotoxicity flag
Myeloid diff MLP GFP+ MAC1+ %: second read-out of Myeloid diff MLP, no call of its own (marks repeat the call); GFP+ MAC1+ double positive, %; measured here: differentiation confirmed by MAC1 staining
Numbers without * were called inactive; i = inactive; ? = inconclusive; / = not tested or not shown; & = joins results of further samples. A portion of the library, so the mix of outcomes need not match the whole.

SMILES	HIV peptide binding	Siah-1 displacement	MgcRacGAP inhibition	GPR35 arrestin U2OS	GPR55 antagonists	LYP phosphatase	NTR1 agonist	NTR1 agonist cell count 20 µM	Myeloid diff MLP	Myeloid diff MLP GFP+ MAC1+ %	PhoP inhibition
Cc1ccccc1-n1c(-c2ccoc2)nc2ccccc2c1=O	-0.8%	-0.4%	-0.8%	-11.7%	4.4%	-0.2%	1.0	66	i	0.4	-1.8%
CCNC(=O)NNC(=O)C1CC(c2cccnc2)=NO1 (configuration not stated)	0.3%	-4.7%	-2.2%	15.1%	-2.1%	-11.8%	-0.4	62	i	0.9	-5.9%
O=C(COC(=O)Cc1ccccc1)Nc1ccc(Cl)cn1	0.8%	1.7%	6.9%	0.6%	8.6%	0.6%	-1.1	53	i	0.3	0.0%
COc1ccc(-c2nc3ccccc3n2OC(=O)N(C)C)cc1	4.3%	-0.2%	0.7%	-15.9%	10.7%	-10.1%	-1.2	53	i	1.0	11.3%
O=c1[nH]c(=O)n(-c2ccc(F)cc2)c(O)c1/C=C1\C=Nc2ccccc21	163.6%	1.7%	5.8%	-13.3%	23.1%	-1.1%	-1.8	107	i	1.3	-7.6%
O=C1/C(=C/c2cccc([N+](=O)[O-])c2)N2CCC1CC2	-3.1%	-1.4%	7.3%	2.5%	-3.9%	-10.9%	1.2	46	i	0.5	-21.2%
COc1cc2c(cc1/C=C/[N+](=O)[O-])OCO2	16.2%	7.6%	19.3%	-4.6%	0.1%	-1.0%	/	/	i	0.3	-18.7%
CNCCc1c[nH]c2ccccc12	-0.8%	-1.6%	/	-2.8%	-4.4%	-1.4%	-0.8	59	i	4.2	-3.2%
CC(=O)NCCc1c[nH]c2ccccc12	2.0%	-0.3%	-10.7%	-8.4%	-8.6%	-13.4%	-2.4	97	i	3.1	-1.9%
COc1ccc(-n2c(-c3ccccc3[N+](=O)[O-])nc3ccccc3c2=O)cc1	-0.5%	0.8%	5.3%	-2.1%	-4.2%	-2.0%	1.4	98	i	0.3	-3.4%
c1ccc(-n2ccnc2)cc1	0.1%	-3.3%	1.6%	-12.8%	-4.1%	-6.4%	0.3	53	i	2.0	-1.6%
COc1ccccc1N1CCN(Cc2cc(C)c(C)cc2O)CC1	-0.2%	-1.3%	1.1%	-4.0%	24.0%	-9.4%	-3.4	92	i	0.4	1.5%
C[C@H]1[C@H](OC(=O)CCC(=O)NCc2ccc(C(=O)O)cc2)O[C@@H]2O[C@@]3(C)CC[C@H]4[C@H](C)CC[C@@H]1C24OO3	-1.4%	0.2%	10.7%	-7.5%	-4.8%	-7.5%	0.4	90	?	/	8.4%
Cc1cc(N2CCOCC2)nc2ccc(NC(=O)CCC(=O)N3CCC4(CC3)OCCO4)cc12	-1.0%	2.8%	6.8%	0.3%	19.8%	4.6%	2.2	91	i	1.0	0.6%
O=[N+]([O-])c1ccc(N2CCOCC2)c2ccncc12	-1.5%	-2.9%	6.7%	5.7%	1.0%	-2.9%	3.0	40	i	0.3	-6.4%
N/C(=N\[N+](=O)[O-])N1CCN(C(=O)c2ccccn2)CC1	-1.1%	-2.4%	12.5%	6.6%	5.6%	-5.3%	-1.0	41	i	0.7	4.9%
COc1ccc(N=Cc2c(O)n(Cc3cccs3)c(=O)[nH]c2=O)cc1	0.8%	11.0%	5.1%	-2.9%	-6.5%	-10.7%	1.7	87	i	0.1	-0.2%
CCCCCCOc1ccc(CN2CCN(CC)CC2)cc1	-2.0%	-0.4%	6.0%	17.8%	21.1%	-0.5%	-0.3	48	i	1.0	7.3%
CC(C(=O)c1ccc(Cl)cc1Cl)n1cncn1 (configuration not stated)	-1.8%	-1.0%	5.1%	5.1%	-0.5%	-1.1%	0.4	105	i	0.9	6.7%
CN1C(=O)C(=Cc2ccc(N3CCCCC3)o2)C(=O)N(C)C1=S	103.4%*	-1.5%	12.0%	14.8%	7.9%	-1.4%	0.2	43	i	3.2	-15.8%
CC(C)Sc1nnc([C@@H](N)Cc2c[nH]c3ccccc23)o1	1.3%	-0.3%	1.8%	-0.8%	16.2%	-6.2%	-3.2	80	i	2.5	2.5%
O=C(NCNC(=O)NC1C(=O)NC(=O)N1CO)NC1C(=O)NC(=O)N1CO (configuration not stated)	/	/	1.5%	/	/	/	-0.6	68	i	2.5	1.6%
Oc1ccc(C2NCc3ccccc3-n3cccc32)cc1Cl (configuration not stated)	-0.4%&-1.8%	-4.0%&1.5%	-0.8%&1.8%	4.7%&21.7%	-4.6%&-2.9%	0.7%&-4.8%	1.0&3.4	58&37	i	1.3&0.3	10.3%&-4.8%
COc1ccc(/C=C2/C(=O)N(Cc3ccco3)C(=O)N(C(C)C)C2=O)cc1	9.0%	12.7%	?	6.3%	6.7%	7.3%	-0.4	82	i	0.1	4.0%
O=C(O)C1C2CC3CC(C2)CC1(n1ncc(N2CCC4(CC2)OCCO4)c(Cl)c1=O)C3 (configuration not stated)	0.2%	2.4%	4.5%	-1.6%	1.2%	-0.8%	1.0	70	i	0.1	-0.9%

More results:
SMILES	HIV peptide binding	Siah-1 displacement	MgcRacGAP inhibition	GPR35 arrestin U2OS	GPR55 antagonists	LYP phosphatase	NTR1 agonist	NTR1 agonist cell count 20 µM	Myeloid diff MLP	Myeloid diff MLP GFP+ MAC1+ %	PhoP inhibition
O=C(O)CCn1cc(C=C2C(=O)NC(=S)NC2=O)c(-c2cccc(Br)c2)n1	33.2%	-6.2%	89.8µM*	-4.9%	4.5%	0.9%	1.4	48	i	0.1	/
O=[P+](Cc1ccccc1)Cc1ccccc1	-2.4%	-5.6%	11.6%	7.2%	-8.7%	-6.0%	-1.0	40	i	1.0	-21.5%
CCCOC(=O)Nc1ccc([As](=O)(O)O)cc1NC(=O)OCCC	0.0%	0.9%	8.5%	4.1%	5.9%	-3.6%	1.6	89	i	0.3	-5.8%
CCc1nnc(NC(=O)CCc2nc(C3=CCN(C)CC3)no2)s1	4.4%	1.5%	11.2%	7.6%	8.0%	-7.9%	-0.8	48	i	0.2	/
CCC(=O)c1c(O)n(C2CCCCCC2)c(=O)[nH]c1=O	2.8%	1.7%	9.8%	-19.9%	-13.9%	-10.4%	-0.3	48	i	0.9	-8.4%
Cc1ccc(/C=C2\C(=O)NC(=S)N(c3cccc(F)c3)C2=O)o1	35.1%	10.3%	24.0%	-14.3%	8.7%	-5.8%	-0.2	52	i	0.8	-9.2%
CC1(C)CC[C@]2(C)CC[C@]3(C)C4C[C@@H]5OO[C@@]6(O5)C(CCCC6(C)C)[C@]4(C)CC[C@@]3(C)C2C1 (some centres not stated)	/	/	-3.2%	/	/	/	2.3	79	i	1.9	-2.8%
Cc1c(C(=O)N2CCC3(CC2)OCCO3)sc2ncnc(N3CCN(c4ccccn4)CC3)c12	-0.2%	0.2%	3.9%	-6.7%	-5.6%	-3.0%	0.6	54	i	4.3	0.4%
CNP1(NC)=NC(C(F)(F)F)=NC(C(F)(F)F)=N1	-0.3%	-0.8%	2.2%	-11.2%	-3.1%	-0.8%	0.9	47	i	2.1	0.1%
N=c1ccccn1Cc1ccccc1	-0.7%	-7.2%	10.8%	-5.4%	3.2%	-1.7%	1.4	36	i	0.7	-10.3%
COc1cccc(CNCCc2ccc(F)cc2)c1	2.2%	7.3%	26.8%	1.9%	8.2%	-4.9%	-0.7	79	i	0.4	7.8%
Nc1ccc(C2(c3ccc(N)cc3)c3ccccc3-c3ccccc32)cc1	-2.5%	6.4%	2.8%	3.7%	5.3%	-2.9%	18.5	79	i	0.5	29.1%
Cc1nc2c(c(C)nn2-c2ccccc2)c(C)c1CCC(=O)N1CCC2(CC1)OCCO2	1.4%	3.8%	14.3%	10.2%	3.9%	-5.8%	-0.8	35	i	0.4	-1.6%
c1ccc(C2NCCc3[nH]cnc32)cc1 (configuration not stated)	1.2%	2.5%	9.0%	6.7%	-0.8%	-9.5%	-0.4	42	i	0.9	-0.4%
FC(F)(F)c1ccc2c(c1)N(CCCN1CCN(CCCl)CC1)c1ccccc1S2	-3.8%	4.3%	8.4%	17.6%	8.8%	-9.8%	1.6	58	i	0.3	35.1%
CC/C(=N\NC(=O)c1ccccc1)c1c(O)n(Cc2ccccc2)c(=O)[nH]c1=O	12.4%	-4.4%	/	-6.6%	-8.2%	-3.8%	0.1	39	i	0.8	7.8%
Cc1ccccc1CC(=O)N(CCN(C)C)CC1CCCN(Cc2ccccc2F)C1 (configuration not stated)	0.8%	3.3%	10.2%	-1.9%	17.8%	-4.6%	-1.8	46	i	0.3	-2.3%
COc1ccc(-c2[nH]ncc2CNC(C)Cc2ccsc2)c(F)c1 (configuration not stated)	0.6%	-0.5%	26.2%	9.9%	-1.4%	-4.4%	-0.7	76	i	0.6	11.2%
CCc1cc(=O)[nH]c(SCCCF)n1	1.0%	-5.1%	3.9%	-7.8%	-20.6%	-10.3%	1.2	42	i	0.2	-2.8%

Single records (already shown). Order of values: HIV peptide binding, Siah-1 displacement, MgcRacGAP inhibition, GPR35 arrestin U2OS, GPR55 antagonists, LYP phosphatase, NTR1 agonist, NTR1 agonist cell count 20 µM, Myeloid diff MLP, Myeloid diff MLP GFP+ MAC1+ %, PhoP inhibition
Entry for `COc1cccc(CNCCc2ccc(F)cc2)c1` = 2.2%, 7.3%, 26.8%, 1.9%, 8.2%, -4.9%, -0.7, 79, i, 0.4, 7.8%
Entry for `Cc1ccc(/C=C2\C(=O)NC(=S)N(c3cccc(F)c3)C2=O)o1` = 35.1%, 10.3%, 24.0%, -14.3%, 8.7%, -5.8%, -0.2, 52, i, 0.8, -9.2%
Entry for `CCc1cc(=O)[nH]c(SCCCF)n1` = 1.0%, -5.1%, 3.9%, -7.8%, -20.6%, -10.3%, 1.2, 42, i, 0.2, -2.8%
Entry for `c1ccc(C2NCCc3[nH]cnc32)cc1` (configuration not stated) = 1.2%, 2.5%, 9.0%, 6.7%, -0.8%, -9.5%, -0.4, 42, i, 0.9, -0.4%

Screens: PubChem, several laboratories
